Shiga toxin inh: A qHTS for Small Molecule Inhibitors of Shiga Toxin | Vero cells, Shiga toxin protein synthesis inhibition reporter | inhibition, % at 38.7 µM | 290,000 tested, 9.2% active | AID 2315, 2010; in the data active = inhibition mostly above about 28%, no sharp cut-off; inactive = mostly below about 43%; also: 0% is about no effect
Giardia FBPA inh: qHTS Assay for Inhibitors of Fructose-1,6-bisphosphate Aldolase from Giardia Lamblia; A8B2U2; purified Giardia FBPA; Potency, µM (doses to about 59.6 µM), without a hit: top-dose activity, negative = inhibition, usual class: inhibitors; 290,000 tested, 0.71% active; AID 2451, 2010; also: potency is read from the fitted curve at half-maximal effect; % is scaled to controls: 0 for no effect and ±100 for the full control effect; nearly all actives have a fitted effect of over 55% in size
Target sequence (A8B2U2 whole entry, looked up): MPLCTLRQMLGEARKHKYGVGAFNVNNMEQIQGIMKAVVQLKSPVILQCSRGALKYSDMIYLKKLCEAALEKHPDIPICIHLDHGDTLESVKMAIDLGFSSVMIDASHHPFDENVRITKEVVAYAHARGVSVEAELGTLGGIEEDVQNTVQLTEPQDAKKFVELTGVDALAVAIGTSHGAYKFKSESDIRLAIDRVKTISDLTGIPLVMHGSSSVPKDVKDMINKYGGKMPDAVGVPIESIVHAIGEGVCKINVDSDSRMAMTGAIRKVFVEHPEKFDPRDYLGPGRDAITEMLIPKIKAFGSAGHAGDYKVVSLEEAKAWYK
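40 nM FBPA preincubated 10 min at RT with compound (up to 57.5 uM final), then substrate plus GAPDH/TPI/NAD/arsenate coupling and diaphorase/resazurin added. Fluorescence read after 20 min at RT, 525/598 nm.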
Cycloheximide cs: Cycloheximide Counterscreen for Small Molecule Inhibitors of Shiga Toxin | max response, % | AID 2314, 2010 | 300,000 tested, 12% active | cell reporter, cycloheximide protein synthesis inhibition counterscreen; in the data active = max response mostly above about 13%, no sharp cut-off; inactive = mostly below about 14%; also: read at 38.3 µM for the half of the compounds with a filed dose; 0% is about no effect
Pf growth 48h: Primary qHTS for delayed death inhibitors of the malarial parasite plastid, 48 hour incubation. 310,000 tested, 5.9% active. Potency, µM (series often up to 28.7 µM), for the others: at the top dose activity change, negative = inhibition, actives largely listed as inhibitors. P. falciparum luciferase growth in erythrocytes, 48 h; also: potency is read from the fitted curve at half-maximal effect; % is scaled to controls: 0 for no effect and ±100 for the full control effect
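In quantitative HTS format, infected erythrocytes bearing luciferase-reporter parasites were treated for a single generation at 37 C. Luminescence after adding detection reagent served as the growth measure.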
HCV inh: qHTS Assay for Inhibitors of Hepatitis C Virus (HCV) | Potency, µM (top dose mostly 41.8 µM), inactives show at the highest dose activity change, negative = inhibition, usual class: inhibitors | 340,000 tested, 3.4% active | AID 651820, 2012 | Huh7.5.1 HCVcc-Cre infection, luciferase reporter, 44 h; also: potency is read from the fitted curve at half-maximal effect; % is scaled to controls: 0 for no effect and ±100 for the full control effect
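Compounds are dispensed onto cells plated 4 h earlier at 1,000 per well, with HCVcc-Cre virus (about 0.5 moi) added next. Following 44 h of culture, luminescent signal is measured for 15 sec after 15 min with substrate at room temperature.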
Pf growth 96h: Primary qHTS for delayed death inhibitors of the malarial parasite plastid, 96 hour incubation; P. falciparum luciferase reporter growth, 96 h; Potency, µM (titrated, usually from 28.7 µM), for the others: at the highest dose activity change, negative = inhibition, actives largely listed as inhibitors; 320,000 tested, 6.9% active; AID 504834, 2011; also: potency is read from the fitted curve at half-maximal effect; % is scaled to controls: 0 for no effect and ±100 for the full control effect
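Erythrocytes infected with luciferase-expressing P. falciparum were dispensed at 2% hematocrit and 0.05% parasitemia (final), then incubated with compounds 96 hours at 37 C in 5% CO2. Luminescence after detection reagent addition reported growth.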
* = called active by the depositor; ? = inconclusive; . = not tested or not shown; [ ] = remark or other dose. Unless noted, calls follow the shape of the dose curve; as a rule, active = well fitted curve in the direction sought with a large enough effect; inconclusive = small, poorly fitted or top-dose-only effect, or another doubt; inactive = no such curve, though single readings can be large; an effect the other way counts as inactive or inconclusive.

#1 Cc1ccc(NC(=O)C2CCCN2C(=O)OCc2ccccc2)cc1F (stereo unspecified)
#2 Cc1ccsc1C(=O)NNC(=S)NC1CCCCC1
#3 Cc1ccc(S(=O)(=O)N2CCC(NC(=O)OC(C)C)CC2)cc1
#4 O=C(Nc1cccc(NC(=O)c2ccccc2[N+](=O)[O-])c1)c1ccccc1Cl
#5 COc1ccc(NC(=O)CSc2nncn2C)c([N+](=O)[O-])c1
#6 CCc1c(C(C)O)oc2ccc3c(C)cc(=O)oc3c12 (stereo unspecified)

assay / compound | 1 | 2 | 3 | 4 | 5 | 6
Shiga toxin inh | -3.2 | 37.1* | -8.1 | 30.9 | -9.1 | 8.0
Giardia FBPA inh | . | . | -0.2% | 1.1% | -0.8% | -0.8%
Cycloheximide cs | 8.3 | 38.1* | -2.4 | -2.6 | -3.8 | 12.1
Pf growth 48h | 7.5% | 7.3% | 7.2% | ? | 6.3% | ?
HCV inh | ? | 17.3% | 10.3% | ? | 16.3% | .
Pf growth 96h | ? | 9.28µM* | -45.5% | 7.5% | 29.0% | -12.9%

#7 COc1cccc(C2CCCCN2Cc2nc(-c3ccc(C)o3)oc2C)c1 (stereo unspecified)
#8 O=C(NNc1ncc(C(F)(F)F)cc1Cl)c1ccc(Cl)c(Cl)c1
#9 CCOC(=O)C1=C(O)C(=O)N(c2ccc(S(N)(=O)=O)cc2)C1c1ccc(OC)cc1OC (stereo unspecified)
#10 Cc1cc(C)cc(-n2c(=O)c3ccccc3n(CC(=O)NCC3CCCO3)c2=O)c1 (stereo unspecified)
#11 CCO/C=C1/C(=O)N(c2ccc(OC)cc2)C(=O)c2ccccc21
#12 CN(C)c1ccc(-n2cc3c(=O)n(C)c(=O)n(C)c3c2)cc1

assay / compound | 7 | 8 | 9 | 10 | 11 | 12
Shiga toxin inh | 78.8* | 10.2 | -6.7 | -10.4 | -6.1 | 56.5
Giardia FBPA inh | 5.9% | -2.2% | 4.1% | -14.7% | -7.5% | -4.2%
Cycloheximide cs | 31.4* | -2.1 | 1.1 | -2.7 | 8.8 | 18.9
Pf growth 48h | 54.4%[activator] | ? | -4.3% | 35.7% | 3.0% | -5.9%
HCV inh | 4.4% | 22.9% | 13.3% | 17.3% | 4.4% | ?
Pf growth 96h | -3.1% | ? | 5.0%[5.75 µM] | 0.0% | 18.3% | 13.0%[5.75 µM]

#13 CC(=O)Nc1ccc(Br)c(Cl)c1
#14 Cc1c(C(=O)O)sc(S(=O)(=O)N2CCN(C(=O)Cc3ccccc3Cl)CC2)c1C(=O)O
#15 Cc1ccccc1NC(=O)C(C)OC(=O)c1ccccc1C(=O)N(C)c1ccccc1 (stereo unspecified)
#16 COc1ccc(NC(=S)/N=C(\N)Nc2nc(C)c3ccccc3n2)cc1
#17 O=C1c2ccccc2C(=O)C12OC2c1ccc(Cl)cc1Cl (stereo unspecified)
#18 O=[N+]([O-])c1ccccc1N(CC1CO1)S(=O)(=O)c1ccccc1 (stereo unspecified)

assay / compound | 13 | 14 | 15 | 16 | 17 | 18
Shiga toxin inh | -2.0 | . | . | 20.5 | -7.6 | -22.2
Giardia FBPA inh | -0.1% | . | . | -8.4% | -7.5% | 0.6%
Cycloheximide cs | -2.1 | . | . | 14.4* | -4.8 | -0.7
Pf growth 48h | ? | -8.3% | ? | ? | ? | 7.9%
HCV inh | -1.4% | 21.9% | 12.0% | ? | -3.7% | 5.3%
Pf growth 96h | 2.0% | -23.4% | -16.5% | 2.94µM* | ? | 0.0%

Random excerpt: two entries already listed
#10 Cc1cc(C)cc(-n2c(=O)c3ccccc3n(CC(=O)NCC3CCCO3)c2=O)c1 (stereo unspecified)
#13 CC(=O)Nc1ccc(Br)c(Cl)c1

assay / compound | 10 | 13
Shiga toxin inh | -10.4 | -2.0
Giardia FBPA inh | -14.7% | -0.1%
Cycloheximide cs | -2.7 | -2.1
Pf growth 48h | 35.7% | ?
HCV inh | 17.3% | -1.4%
Pf growth 96h | 0.0% | 2.0%

More entries:
#19 CCC(CC)C(=O)c1c[nH]c(C(=O)N2CCN(c3ccccc3F)CC2)c1
#20 CC(=O)N1CCN=C1SCc1cccc(C(F)(F)F)c1
#21 COc1ccc(-n2c(/C=C3/C(=O)Nc4ccccc43)nc3ccccc3c2=O)cc1
#22 COc1cccc(C2CCN(CC(=O)Nc3cc(Cl)ccc3OC)CC2O)c1 (stereo unspecified)
#23 CCOC(=O)N1CCN(C(=O)/C=C/c2ccc([N+](=O)[O-])cc2)CC1
#24 O=C1CC(c2ccc(F)cc2)Cc2nc(NCC3CCCO3)ncc21 (stereo unspecified)

assay / compound | 19 | 20 | 21 | 22 | 23 | 24
Shiga toxin inh | -9.2 | -9.3 | -18.4 | -2.7 | -17.4 | -11.2
Giardia FBPA inh | 8.9% | -0.5% | -3.5% | 3.8% | -1.2% | 4.0%
Cycloheximide cs | -1.7 | -4.6 | -6.9 | -3.2 | -3.1 | -3.2
Pf growth 48h | ? | . | -19.0% | ? | 2.3% | -1.7%
HCV inh | 10.9% | -2.9% | 0.8% | ? | -4.8% | -2.8%
Pf growth 96h | ? | 15.3% | -2.0% | ? | -0.8% | ?

#25 Cc1ccn2c(c1)nc(=S)n2C(=O)c1ccco1
#26 COCCNC(=O)C1=C(N)C(C(=O)Nc2ccc(C)c(S(=O)(=O)N3CCCCC3)c2)SC1=Nc1ccc(C)cc1C (stereo unspecified)
#27 COc1ccc(-c2noc(N3CCC(C(=O)Nc4ccccc4Cl)CC3)n2)cc1
#28 O=C(COc1ccc(/C=N/NC(=O)c2ccccc2O)cc1)Nc1ccccc1
#29 O=S(=O)(c1ccc(S(=O)(=O)N2CCCN(Cc3ccccc3)C2)cc1)N1CCCCCC1
#30 CN(CC(=O)Nc1ccc(Br)cc1)Cc1ccccc1

assay / compound | 25 | 26 | 27 | 28 | 29 | 30
Shiga toxin inh | 74.2* | -7.5 | -4.4 | 42.2 | -7.0 | 7.0
Giardia FBPA inh | -1.0% | -9.5% | -2.3% | 0.6% | 8.2% | 0.1%
Cycloheximide cs | 39.4* | -5.4 | -2.3 | 16.0 | -5.4 | 19.0*
Pf growth 48h | 148.8%[activator] | . | 10.8% | -24.1% | ? | 18.6%
HCV inh | . | 0.0% | -4.0% | -1.6% | ? | -20.4%
Pf growth 96h | 23.2% | ? | 0.2% | -2.8% | 77.5%[activator] | -11.0%

#31 CC(C)(C)NC(=O)N1CCN(c2ncccc2C(F)(F)F)CC1
#32 CC1CCCCC1N(C)C1CCN(C(=O)CNC(=O)/C=C/c2cccc(Cl)c2)CC1 (stereo unspecified)
#33 CCn1c(SCc2ccc(C)cc2)nnc1C1CCN(S(=O)(=O)c2ccc(OC)cc2)CC1
#34 Cc1ccc(S(=O)(=O)CCC(=O)NC2CCCCC2)cc1
#35 CC(C)C[C@H](NC(=O)c1[nH]cnc1C(=O)Nc1ccc(CNC(=O)OC(C)(C)C)cc1)C(=O)OCc1ccccc1
#36 CCOC(=O)N1CCC(NC(=O)c2ccc3c(c2)sc2nc(-c4ccc(OC)cc4)cn23)CC1
#37 O=C(Nc1nnc(-c2cccnc2)o1)c1cccc(Cl)c1

assay / compound | 31 | 32 | 33 | 34 | 35 | 36 | 37
Shiga toxin inh | 8.1 | -5.2 | -14.4 | . | -3.7 | 56.6* | 2.3
Giardia FBPA inh | 6.5% | 2.8% | 2.2% | . | ? | 1.5% | ?
Cycloheximide cs | 3.7 | -2.5 | -3.1 | . | -1.4 | 20.1* | 6.3
Pf growth 48h | 4.0% | ? | 11.7µM* | ? | 11.7µM* | 5.7% | ?
HCV inh | 14.4% | ? | ? | 5.9% | 1.2% | . | ?
Pf growth 96h | 10.4% | -6.1% | 4.15µM* | ? | ? | 31.6%[activator] | ?

Gathered by group: the compounds so far containing an aryl methoxy group.
#5 COc1ccc(NC(=O)CSc2nncn2C)c([N+](=O)[O-])c1
#7 COc1cccc(C2CCCCN2Cc2nc(-c3ccc(C)o3)oc2C)c1 (stereo unspecified)
#9 CCOC(=O)C1=C(O)C(=O)N(c2ccc(S(N)(=O)=O)cc2)C1c1ccc(OC)cc1OC (stereo unspecified)
#11 CCO/C=C1/C(=O)N(c2ccc(OC)cc2)C(=O)c2ccccc21
#16 COc1ccc(NC(=S)/N=C(\N)Nc2nc(C)c3ccccc3n2)cc1
#21 COc1ccc(-n2c(/C=C3/C(=O)Nc4ccccc43)nc3ccccc3c2=O)cc1
#22 COc1cccc(C2CCN(CC(=O)Nc3cc(Cl)ccc3OC)CC2O)c1 (stereo unspecified)
#27 COc1ccc(-c2noc(N3CCC(C(=O)Nc4ccccc4Cl)CC3)n2)cc1

assay / compound | 5 | 7 | 9 | 11 | 16 | 21 | 22 | 27
Shiga toxin inh | -9.1 | 78.8* | -6.7 | -6.1 | 20.5 | -18.4 | -2.7 | -4.4
Giardia FBPA inh | -0.8% | 5.9% | 4.1% | -7.5% | -8.4% | -3.5% | 3.8% | -2.3%
Cycloheximide cs | -3.8 | 31.4* | 1.1 | 8.8 | 14.4* | -6.9 | -3.2 | -2.3
Pf growth 48h | 6.3% | 54.4%[activator] | -4.3% | 3.0% | ? | -19.0% | ? | 10.8%
HCV inh | 16.3% | 4.4% | 13.3% | 4.4% | ? | 0.8% | ? | -4.0%
Pf growth 96h | 29.0% | -3.1% | 5.0%[5.75 µM] | 18.3% | 2.94µM* | -2.0% | ? | 0.2%

#33 CCn1c(SCc2ccc(C)cc2)nnc1C1CCN(S(=O)(=O)c2ccc(OC)cc2)CC1
#36 CCOC(=O)N1CCC(NC(=O)c2ccc3c(c2)sc2nc(-c4ccc(OC)cc4)cn23)CC1

assay / compound | 33 | 36
Shiga toxin inh | -14.4 | 56.6*
Giardia FBPA inh | 2.2% | 1.5%
Cycloheximide cs | -3.1 | 20.1*
Pf growth 48h | 11.7µM* | 5.7%
HCV inh | ? | .
Pf growth 96h | 4.15µM* | 31.6%[activator]
